Screens (PubChem)
Growth percent in the NCI-60 one-dose screen (48 h, 10 µM unless noted): 100 = growth as untreated, 0 = no growth, -100 = all killed.
MCF7: MCF7 breast cancer; 82,000 compounds, 6.3% hits; AID 1794796
UACC-62: UACC-62 melanoma; 81,000 compounds, 5.4% hits
HS 578T: HS 578T breast cancer. 78,000 compounds, 4.1% hits. AID 1794788
LOX IMVI: LOX IMVI melanoma; AID 1794757; 79,000 compounds, 7.4% hits
UACC-257: UACC-257 melanoma. AID 1794764. 78,000 compounds, 4.4% hits
T-47D: T-47D breast cancer | AID 1794792 | 79,000 compounds, 5% hits
BT-549: BT-549 breast cancer | 78,000 compounds, 4.4% hits | AID 1794793
MALME-3M: MALME-3M melanoma. AID 1794766. 78,000 compounds, 5.8% hits
An asterisk follows results filed as active; · = not tested or not shown; & = joins results of further samples; [ ] = remark or other dose. The calls were made as follows: active = growth percent below 10; inactive = the rest.

SMILES | MCF7 | UACC-62 | HS 578T | LOX IMVI | UACC-257 | T-47D | BT-549 | MALME-3M
O=c1c2ccccc2c2nc3ccc4c(=O)c5ccccc5c5nc6ccc1c2c6c3c45 | 94.6 | 99.0 | 101.1 | 99.9 | 104.8 | 107.0 | 121.4 | 121.1
Cc1ccc2c(n1)C(=O)C(Cl)=C(Nc1cccc(C)c1C)C2=O | -59.3* | 0.0* | -13.0* | -21.1* | -77.5* | -56.7* | 44.0 | -5.6*
N#CC(CC(=O)OCc1ccccc1)NC(=O)OCc1ccccc1 (stereo unspecified) | 94.0 | 99.2 | 107.4 | 99.9 | 91.1 | 108.4 | 130.8 | 125.1
CCN(CC)c1ccc(N=Nc2cc(Cl)ccc2Cl)c(NC(=O)CCC(=O)O)c1 | 93.2 | 101.1 | 95.1 | 99.1 | 116.6 | 90.2 | 119.9 | 91.8
CSc1nc(Cl)c2cc(-c3ccc(Cl)cc3)[nH]c2n1 | 62.7 | 67.0 | 84.3 | 83.5 | 107.8 | 60.3 | 101.9 | 92.9
COc1ccc2c(c1)/C(=N/c1n[nH]c(=S)s1)C(=O)N2 | 25.1 | 94.8 | 91.7 | 95.8 | 96.5 | 69.6 | 112.7 | 103.9
CC1(C)S[C@@H]2C(N3C(=O)[C@@H](c4ccccc4)NC3(C)C)C(=O)N2[C@H]1C(=O)O (stereo partly specified) | 111.3 | 95.0 | 103.5 | 100.0 | 110.3 | 115.2 | 111.1 | 98.8
CC(=O)/C=C(\C)Nc1ccccc1O | 84.0 | 84.4 | 96.6 | 87.6 | 73.0 | 104.3 | 78.7 | 118.3
CCOc1ccc(/C=C/C=N/NC(N)=S)cc1 | 43.5 | 81.9 | 95.3 | 77.4 | · | 38.2 | 57.4 | 82.0
O=S(=O)(NCCCNc1nccc(-n2ccc3cccnc32)n1)c1ccccc1 | 96.9 | 94.4 | 106.6 | 88.8 | 110.5 | 101.4 | · | 112.6
NS(=O)(=O)c1ccc(-n2ncc3c(N/N=C/c4ccccc4)ncnc32)cc1 | 91.0 | 96.8 | 113.1 | 91.7 | 62.4 | 94.6 | 113.4 | 85.6
CN(Cc1ccc(Cl)cc1)Cc1ccc(Cl)cc1 | 104.6 | 105.1 | 115.9 | 89.4 | 117.2 | 102.9 | · | 110.7
COc1ccc(-c2nc(N/N=C/c3ccc(OC)c(O)c3)nc(N3CCOCC3)c2C#N)cc1 | 78.4 | 92.9 | 86.8 | 87.4 | 94.1 | 82.0 | 90.6 | 93.6
CN(C)c1ccc(C(=O)c2ccc(N(C)C)c(N)c2)cc1N | 15.0 | · | 7.6* | 53.9 | 77.3 | 21.9 | 31.9 | 34.2
CC(=O)OC(C)(C)Cc1ccccc1 | 104.6 | 111.7 | 120.7 | 108.3 | 105.0 | 93.4 | 104.3 | ·
CC[C@H](CC[C@@H](C)[C@H]1CC[C@H]2[C@@H]3CC[C@H]4C/C(=N\OC)CC[C@]4(C)[C@H]3CC[C@]12C)C(C)C | 97.2 | 95.5 | 94.3 | · | 99.5 | 80.2 | 99.0 | 107.2
CC(=O)Oc1ccc(OC(C)=O)c2ccccc12 | 57.3 | 78.0 | 109.1 | 81.2 | 78.1 | -49.6* | 96.8 | 106.9
Cc1cc(C)n(C(=O)c2c(C)[nH]c(-c3nc4ccccc4[nH]3)c2C)n1 | 92.1 | 92.0 | 94.8 | 98.9 | 100.9 | 82.6 | 105.2 | 97.9
Cc1cc(C)c(CC(=O)c2ccccc2)c(C)c1 | 107.6 | 100.2 | · | 106.0 | 101.8 | 97.6 | 117.9 | 115.0
CCOC(=O)N/N=C/c1ccc(OC)cc1 | 106.1 | 103.3 | · | 108.7 | 102.8 | 104.8 | 117.3 | 115.2

In another format: 9 of the compounds above.
canonical_smiles	MCF7	UACC-62	HS 578T	LOX IMVI	UACC-257	T-47D	BT-549	MALME-3M
CN(Cc1ccc(Cl)cc1)Cc1ccc(Cl)cc1	104.6	105.1	115.9	89.4	117.2	102.9	·	110.7
COc1ccc(-c2nc(N/N=C/c3ccc(OC)c(O)c3)nc(N3CCOCC3)c2C#N)cc1	78.4	92.9	86.8	87.4	94.1	82.0	90.6	93.6
CN(C)c1ccc(C(=O)c2ccc(N(C)C)c(N)c2)cc1N	15.0	·	7.6*	53.9	77.3	21.9	31.9	34.2
CC(=O)OC(C)(C)Cc1ccccc1	104.6	111.7	120.7	108.3	105.0	93.4	104.3	·
CC[C@H](CC[C@@H](C)[C@H]1CC[C@H]2[C@@H]3CC[C@H]4C/C(=N\OC)CC[C@]4(C)[C@H]3CC[C@]12C)C(C)C	97.2	95.5	94.3	·	99.5	80.2	99.0	107.2
CC(=O)Oc1ccc(OC(C)=O)c2ccccc12	57.3	78.0	109.1	81.2	78.1	-49.6*	96.8	106.9
Cc1cc(C)n(C(=O)c2c(C)[nH]c(-c3nc4ccccc4[nH]3)c2C)n1	92.1	92.0	94.8	98.9	100.9	82.6	105.2	97.9
Cc1cc(C)c(CC(=O)c2ccccc2)c(C)c1	107.6	100.2	·	106.0	101.8	97.6	117.9	115.0
CCOC(=O)N/N=C/c1ccc(OC)cc1	106.1	103.3	·	108.7	102.8	104.8	117.3	115.2

Continuation:
SMILES | MCF7 | UACC-62 | HS 578T | LOX IMVI | UACC-257 | T-47D | BT-549 | MALME-3M
Cc1ccc[n+](CC[n+]2cccc(C)c2)c1 | 97.7 | 80.4 | 99.4 | 97.9 | 97.5 | 98.6 | 110.0 | 105.6
CCc1c(Cl)nc(N)nc1Nc1ccccc1Cl | 95.1 | 93.7 | 104.8 | 94.1 | 103.0 | 105.7 | 103.4 | 105.5
COc1ccc(/C=C2\COc3ccc(O)c(O)c3C2=O)cc1OC | 13.0 | -29.4* | 17.8 | -68.0* | 31.4 | -5.4* | 29.4 | -57.4*
Cc1cccc(I)c1 | 100.3 | 101.7 | 105.7 | 98.6 | 100.0 | 101.1 | 105.7 | 95.7
COc1cc(/C=N/N=C2\C(=O)Nc3ccc(F)cc32)ccc1F | 62.5 | 88.9 | 110.6 | 95.7 | 101.5 | 86.8 | 74.3 | 96.2
COc1cccc(Oc2nc(Nc3ccc(N4CCOCC4)cc3)ncc2NC(=O)Nc2cc(Cl)cc(Cl)c2)c1 | 90.6 | 75.0 | 91.4 | 73.6 | 54.3 | 81.2 | 82.7 | 93.3
CN(C)CC(=O)C(C#N)c1ccccc1 (stereo unspecified) | 97.9 | 99.1 | 104.6 | 102.2 | 100.0 | 75.0 | 78.0 | 100.0
O=C(Nc1ccc(-n2ccc3c(NC(=O)c4ccccc4)nccc32)cc1)c1ccc(N2CCOCC2)c(C(F)(F)F)c1 | 23.2 | 49.4 | 50.0 | 13.4 | 55.0 | 28.2 | 28.5 | 55.5
CCN1CCN(CC(=O)NCCc2c[nH]c3ccccc23)C(=O)c2ccccc2C1=O | 97.3 | 99.2 | 92.2 | 97.8 | 98.7 | 88.7 | 109.3 | 101.6
CCOc1ccc(NC(=S)NC(=O)c2ccco2)cc1 | 101.4 | 96.0 | 152.2 | 98.4 | 109.3 | 99.7 | 96.5 | 75.4
N#Cc1c(-c2ccco2)[nH]c(=S)n(N=O)c1=O | 124.4 | 100.8 | 102.7 | 97.2 | 113.4 | 103.4 | 85.0 | 114.5
NS(=O)(=O)c1ccc(C(=O)N=Nc2c(O)[nH]c3c(F)cccc23)cc1 | 96.4 | 99.6 | 102.7 | 98.0 | 103.0 | 97.0 | 99.7 | 95.9
O=c1cc(-c2ccccc2)oc2cc(OCCCNCc3ccccc3)cc(O)c12 | -30.0* | -55.7* | -5.0* | -97.8* | -69.7* | -64.7* | 46.8 | -94.3*
O=C(NCc1ccc(Cl)cc1)c1c(O)c(=O)n(-c2ccccc2[N+](=O)[O-])[nH]c1=O | 95.0 | 101.7 | 96.3 | 96.4 | 93.8 | 90.2 | 89.1 | 100.1
Cc1c(C(=O)Nc2ccccc2)sc2c(=O)[nH]c(C(F)(F)F)nc12 | 78.2 | 100.1 | 101.3 | 101.3 | 110.9 | 86.5 | 104.6 | 98.5
O=S(=O)(O)c1cc(N=Nc2ccc(O)cc2)ccc1/C=C/c1ccc(N=Nc2ccc(O)cc2)cc1S(=O)(=O)O | · | 91.1 | · | 109.2 | 106.3 | 111.1 | 96.5 | ·
O=S(=O)(Oc1ccc(-c2ccc3sccc3c2)cc1)c1ccc(F)cc1 | 84.8 | 80.2 | 112.1 | 96.9 | 106.0 | 96.0 | 101.8 | 106.1
COc1ccc(CN2CCc3c(Cl)nc(N)nc3C2=O)c(OC)c1 | 6.7*[100 µM] | -24.5*[100 µM] | 49.9[100 µM] | -29.7*[100 µM] | 25.5[100 µM] | 12.8[100 µM] | -20.3*[100 µM] | 27.8[100 µM]
CCCCCCCCCCCCc1ccc([N+](CC)(CC)CC)cc1 | 27.9 | 11.1 | 65.4 | 32.9 | 13.6 | 18.6 | 30.2 | -11.1*
N#CC1=C(N)Oc2c(ccc(O)c2O)C1c1c[nH]c2ccccc12 (stereo unspecified) | 66.2 | 70.8 | 80.3 | 59.0 | 87.3 | 57.4 | 87.7 | 108.2
C#CCOc1cccc(Nc2ncnc3ccc(NC(=O)CCl)cc23)c1 | -20.1* | -67.5* | 24.5 | -75.4* | -67.1* | -39.1* | -68.9* | -76.3*
COC(c1ccc2c(c1)OCO2)C(C)Br (stereo unspecified) | 109.8 | 94.6 | 91.2 | 92.3 | · | 71.8 | 103.9 | 98.3
O=C(O)c1ccccc1-c1c2cc(I)c(=O)c(I)c-2oc2c(I)c(O)c(I)cc12 | 94.8&99.2 | 99.7&96.1 | 91.3&90.2 | 116.6&91.3 | 109.3&98.4 | 93.9&108.6 | 103.2&97.7 | 103.0&84.8
O=C(Nc1ccc(Cl)c(C(F)(F)F)c1)N1CCN(c2cc(-c3cn(-c4ccccc4)nc3-c3cccc(O)c3)ccn2)CC1 | -22.2* | -88.6* | 7.2* | -76.9* | -16.6* | -1.8* | -39.4* | -31.4*
CC1CCN(CCCCCOc2ccc3oc4ccccc4c(=O)c3c2)CC1 | 68.3 | 14.3 | 70.3 | 53.3 | 9.5* | 67.6 | 80.3 | 44.4
O=C(NNC(=O)c1cccc2ccccc12)c1cccc(Cl)c1 | 94.8 | 102.0 | · | 97.5 | 105.4 | 99.0 | 108.7 | ·
COC(OC)c1cc(C)nc(NS(=O)(=O)c2ccc(N)cc2)n1 | 95.8 | 106.2 | 101.7 | 97.7 | · | 97.4 | 110.6 | 105.5
COC(=O)C1=CCS(=O)(=O)C1 | 106.7 | 97.7 | 77.0 | 96.0 | 97.3 | 98.9 | 121.4 | 110.8
O=C1N(c2ccccc2)C(c2ccccc2)CC12OCCO2 (stereo unspecified) | 94.6 | 97.9 | 98.3 | 100.9 | · | 101.1 | 111.7 | 107.9
COc1ccc(C2c3c([nH]c(=S)[nH]c3=O)Nc3[nH]c(=S)[nH]c(=O)c32)cc1 | 98.6 | 97.7 | 101.9 | 95.2 | 108.8 | 104.4 | 97.4 | 95.8
CSc1nc2sc3c(c2c(=O)n1-c1ccccc1)CCC(=O)C3 | 81.3 | 84.7 | 96.1 | 90.6 | 110.6 | 84.1 | 106.6 | 114.3
O=C(O)c1cc(N=Nc2ccc(-c3ccc(N=Nc4ccc(N=Nc5ccc(O)c(C(=O)O)c5)c5cc(S(=O)(=O)O)ccc45)cc3)cc2)ccc1O | 97.1 | 95.5 | 96.2 | 99.6 | 99.4 | 100.5 | 110.0 | 92.2
O=C1c2ccccc2C(=O)N1CCCBr | 86.7&88.8 | 98.8&107.3 | 98.2&100.4 | 100.7&99.7 | · | 110.7&94.2 | 108.6&114.4 | 98.8&114.9
COc1ccc(C=O)cc1S(=O)(=O)O | 95.8 | 103.7 | 96.7 | 95.1 | · | 91.1 | 121.0 | 100.1
Cc1nc(Nc2ccccn2)sc1C(=O)/C=C/c1ccc(Cl)cc1 | 17.6 | 48.2 | 18.5 | 15.8 | 41.8 | 58.1 | 19.0 | 50.3
CCN(CC)c1ccc(C2=NN(C(C)=O)C(c3cccc(NS(C)(=O)=O)c3)C2)cc1 (stereo unspecified) | 71.7 | 68.5 | 69.5 | 80.9 | · | 86.9 | 97.8 | 92.5
COc1nccc2c(Nc3cnccn3)nc(N)nc12 | 90.0 | 91.7 | 109.3 | 93.8 | 104.9 | 85.8 | 97.3 | 103.9
C=CCCCOC(C)=O | 103.2 | 105.4 | 130.7 | 95.4 | 91.4 | 101.4 | 114.1 | 132.4
CC[C@H](C)[C@H](NC(=O)CSc1nnc(-c2ccc(NC(=O)c3cccnc3)cc2)o1)C(=O)O | 101.5 | 97.1 | 101.4 | 101.9 | 98.2 | 97.5 | 116.0 | 107.0
c1nc(SC2CCCC2)c2[nH]cnc2n1 | 96.2 | 90.6 | 114.0 | 97.9 | 125.5 | 97.4 | 108.1 | 106.7
c1ccc(-c2ccccc2OCC2CO2)cc1 (stereo unspecified) | 93.7 | 95.7 | 107.2 | 93.6 | 110.0 | 94.6 | 98.4 | 97.3
O=C(NC(CSSCC(NC(=O)c1ccccc1)C(=O)O)C(=O)O)c1ccccc1 (stereo unspecified) | 117.2 | 99.6 | 96.3 | 95.7 | 102.1 | 99.4 | 91.1 | 108.8
O=C(O)CCCN1C(=O)/C(=C/c2cnc(-c3ccccc3)s2)SC1=S | 77.3 | 84.3 | 108.3 | 39.7 | 108.4 | 73.7 | 84.4 | 101.6
C/C(=N\NC(=O)CSCC(=O)N/N=C(\C)c1ccccc1)c1ccccc1 | 105.3 | 91.0 | · | 98.9 | 100.0 | 93.4 | 105.8 | 112.0

Compounds were not picked by outcome. About 11% of those tested had a hit in this group.
